Tb PGK inh = blocks T. brucei phosphoglycerate kinase | PGK/GAPDH coupled, Kinase-Glo luminescence, 60 min | actives 0.043% (n = 380,000) | AID 602233 | Potency, µM (titrated, usually from 57.5 µM), inactives show at the highest dose activity change, negative = inhibition, actives largely listed as inhibitors | P07378; also: % is scaled to controls: 0 for no effect and ±100 for the full control effect; nearly all actives have a fitted effect of over 60% in size
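Recombinant glycosomal PGK reaction used 1,3-bisphosphoglycerate generated in-well by GAPDH (100nM final) in 100mM TEA pH 7.6, 5mM MgCl2, 0.01% Tween-20. After 60 minutes at room temperature, ATP was read by Kinase-Glo Plus luminescence end-point.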
POLI inh = inhibitors of human DNA polymerase iota | actives 1% (n = 390,000) | AID 588590 | Potency, µM (titrated, usually from 115 µM), inactives show at the highest dose activity, negative = inhibition, usual class: inhibitors | Pol iota fluorescent replication assay, 10 min
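Pol iota at 10 nM preincubated 15 min with compounds at room temperature; reaction started with fluorescent substrate, 50 nM final. Fluorescence read kinetically at 0 and 10 min; buffer-only wells as negative control.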
GLS inh = inhibitors of human glutaminase (GLS). actives 0.21% (n = 410,000). GLS enzymatic activity, qHTS titration. O94925. Potency, µM (highest dose often 45.5 µM), for inactives: at the highest dose activity change, negative = inhibition, usual class: inhibitors; also: % is scaled to controls: 0 for no effect and ±100 for the full control effect
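Assay buffer: 45 mM KH2PO4 pH 8.2, 0.02% Tween-20. hKGA acts on L-glutamine (1 mM solution added); product glutamate is reported by an oxidase/peroxidase Amplex Red coupling, with fluorescence taken at baseline and 30 min.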
BAZ2B inh = BAZ2B (human) inhibition. Q9UIF8. AlphaScreen BAZ2B-H3K14Ac peptide displacement. Potency, µM (series often up to 114 µM), without a hit: at the top dose activity change, negative = inhibition, actives largely listed as inhibitors. actives 4.4% (n = 360,000). AID 504333; also: % is scaled to controls: 0 for no effect and ±100 for the full control effect; nearly all actives have a fitted effect of over 60% in size
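AlphaScreen luminescence quantifies BAZ2B engagement of H3K14Ac peptide; the protein and biotinylated peptide are both at 50 nM final, buffer PBS pH 7.4 with 0.01% Tween-20, all steps at room temperature.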
BLM helicase inh = inhibitors of human Bloom syndrome helicase BLM. P54132. recombinant BLM DNA unwinding, fluorescence dequenching. Potency, µM (titrated, usually from 56.1 µM), for inactives: at the top dose activity change, negative = inhibition, usual class: inhibitors. actives 0.2% (n = 350,000);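 also: plate controls were vehicle for no effect and no enzyme for full effect; nearly all actives have a fitted effect of over 35% in size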
JMJD2A Tudor = inhibitors of human JMJD2A Tudor domain; O75164; actives 4.4% (n = 390,000); AlphaScreen JMJD2A-Tudor / H3K4me3 peptide binding; Potency, µM (top dose mostly 114 µM), for inactives: at the highest dose activity change, negative = inhibition, hits mostly inhibitors; also: % is scaled to controls: 0 for no effect and ±100 for the full control effect; nearly all actives have a fitted effect of over 50% in size
Target sequence (O75164 whole entry, looked up, the tested form may be a part): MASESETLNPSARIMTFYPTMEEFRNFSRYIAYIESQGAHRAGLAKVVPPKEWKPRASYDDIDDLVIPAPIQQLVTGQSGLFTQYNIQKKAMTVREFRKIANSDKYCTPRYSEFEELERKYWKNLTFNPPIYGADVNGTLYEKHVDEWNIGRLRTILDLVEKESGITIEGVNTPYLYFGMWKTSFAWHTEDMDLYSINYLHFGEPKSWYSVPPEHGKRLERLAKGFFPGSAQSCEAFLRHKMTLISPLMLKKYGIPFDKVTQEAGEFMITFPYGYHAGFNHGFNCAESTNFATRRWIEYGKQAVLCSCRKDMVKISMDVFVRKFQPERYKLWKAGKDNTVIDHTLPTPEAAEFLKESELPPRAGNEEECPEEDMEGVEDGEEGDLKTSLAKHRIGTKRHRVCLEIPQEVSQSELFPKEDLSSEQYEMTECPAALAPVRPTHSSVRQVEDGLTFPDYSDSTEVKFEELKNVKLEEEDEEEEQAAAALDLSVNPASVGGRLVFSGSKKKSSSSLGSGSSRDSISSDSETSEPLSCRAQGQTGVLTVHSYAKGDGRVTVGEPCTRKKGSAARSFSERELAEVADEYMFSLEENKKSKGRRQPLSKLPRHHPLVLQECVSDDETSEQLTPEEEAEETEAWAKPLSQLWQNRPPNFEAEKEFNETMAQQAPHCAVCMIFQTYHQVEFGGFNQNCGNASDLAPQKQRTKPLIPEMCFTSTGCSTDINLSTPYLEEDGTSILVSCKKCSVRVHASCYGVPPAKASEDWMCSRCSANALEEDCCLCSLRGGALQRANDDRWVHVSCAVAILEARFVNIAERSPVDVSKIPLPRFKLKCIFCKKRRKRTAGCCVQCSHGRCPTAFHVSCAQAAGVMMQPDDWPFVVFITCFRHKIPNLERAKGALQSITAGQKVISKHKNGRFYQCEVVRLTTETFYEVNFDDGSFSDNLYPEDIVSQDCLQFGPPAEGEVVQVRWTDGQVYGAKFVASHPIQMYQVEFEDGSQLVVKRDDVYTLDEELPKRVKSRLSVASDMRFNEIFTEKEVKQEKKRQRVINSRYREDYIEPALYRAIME
HP1b chromo inh = blocks HP1-beta chromodomain binding to methylated histone tails; P83916; AlphaScreen HP1-beta / biotin-H3K9me3 peptide binding; Potency, µM (highest dose often 114 µM), inactives show top-dose activity change, negative = inhibition, hits mostly inhibitors; actives 0.56% (n = 390,000); also: nearly all actives have a fitted effect of over 70% in size; inactives centre near 23
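Compound inhibition of the preformed complex between 50 nM HP1-beta and 50 nM biotinylated H3K9me3 peptide was read by AlphaScreen. Buffer was PBS pH 7.4 with 0.01% Tween-20. Incubations ran 30 min at room temperature, with 10 ug/mL donor/acceptor beads.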
G9a block = G9a (human) methyltransferase inhibition; Q96KQ7; G9a H3K9 monomethylation, AlphaScreen, 2 h; Potency, µM (top dose mostly 102 µM), inactives show top-dose activity, negative = inhibition, most hits filed as inhibitors; actives 8.8% (n = 350,000); also: % is scaled to controls: 0 for no effect and ±100 for the full control effect; nearly all actives have a fitted effect of over 75% in size
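G9a (20 nM) preincubated 15 min RT with compounds, then 500 nM biotinylated H3K9 peptide and 20 uM SAM added; 2 h RT reaction. Monomethyl-H3K9 product detected by AlphaScreen with anti-H3K9me1 antibody, streptavidin donor and anti-rabbit IgG acceptor beads.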
Pin1 inh = blocks the human prolyl isomerase Pin1; actives 0.009% (n = 390,000); Potency, µM (titrated, usually from 115 µM), for the others: at the top dose activity, negative = inhibition, actives largely listed as inhibitors; Q13526; AID 504891; Pin1 FP peptide displacement, HiFluor488, 10 min; active = well fitted inhibition curve with a large enough effect in the polarisation, with a control signal flat, not every such curve was filed as active; inconclusive = small, poorly fitted or top-dose-only effect, or effect the other way, or a change in a side signal; inactive = no such curve, though single readings can be large or run the other way; the % refers to the polarisation; also: % is scaled to controls: 0 for no effect and ±100 for the full control effect
An asterisk follows results filed as active; i = inactive; ? = inconclusive; / = no result given; & = joins results of further samples; ! = not active in a repeat; [ ] = remark or other dose. Unless noted, calls follow the shape of the dose curve; as a rule, active = well fitted curve in the direction sought with a large enough effect; inconclusive = small, poorly fitted or top-dose-only effect, or another doubt; inactive = no such curve, though single readings can be large; an effect the other way counts as inactive or inconclusive. Potency is read from the fitted curve at half-maximal effect. An excerpt, so the mix of outcomes need not match the whole.

compound	Tb PGK inh	POLI inh	GLS inh	BAZ2B inh	BLM helicase inh	JMJD2A Tudor	HP1b chromo inh	G9a block	Pin1 inh
CCOc1ccc(Oc2ccc(-c3nnc(-c4ccccc4)o3)cc2[N+](=O)[O-])cc1	-3%	18%	2%	-4%[57.1 µM]	-4%	-16%	-15%	-2%	-8%
O=C(COc1ccc(Cl)cc1)Nc1nnc(S(=O)(=O)N2CCCCCC2)s1	-10%&0%	?	-9%&-10%	1.8µM*!	-3%&-4%	10µM*!	?	3.2µM*!	34%&1%[activator]
O=C(CN1CCCC1=O)NC1C2CC3CC(C2)CC1C3 (configuration not stated)	-8%	-24%	-1%	12%	-1%	-12%	-5%	13%[59 µM]	-11%
CCN(CC)CCN1C(=O)C(=O)/C(=C(/O)c2ccc(F)cc2)C1c1ccncc1 (configuration not stated)	-2%	-6%	-5%	-4%	2%	-21%	28%	11%[59 µM]	0%
O=S(=O)(Nc1cccc(-c2ccc(N3CCOCC3)nn2)c1)c1cc(Cl)ccc1Cl	6%	27%	17%	-1%	/	-18%	15%	?	17%
CC1(C)COC(c2cccn2Cc2ccccc2Cl)=N1	-4%	17%	15%	2%	-5%	-14%	17%	2%	-6%
Oc1ccc(Br)cc1/C=N/n1c(C2CCCCC2)n[nH]c1=S	-6%	-7%	55%[activator]	?	-14%	?	-18%	50µM*	-11%
CC1CCN(C(=O)COC(=O)/C=C/c2ccc([N+](=O)[O-])cc2)CC1	8%	39%[activator]	0%	/	/	-2%	7%	/	2%
O=C(C1CC(=O)N(c2ccc(F)cc2)C1)N1CCC(c2nc3ccccc3[nH]2)CC1 (configuration not stated)	-7%	3%	2%	-2%	/	-7%	12%	-22%	-11%
O=C(O)C1CCCCC1C(=O)Nc1ccc(F)cc1F (configuration not stated)	-8%	21%	6%	3%	0%	-13%	18%	/	-1%
Cc1ccc2cc(C#N)c(NCc3ccccc3)nc2c1	i	51%[activator]	-9%	-14%	-5%	10%	29%	-5%	?
O=C(Nc1cccc(NC(=O)c2cccs2)c1)c1ccc(Br)cc1	0%	-21%	7%	0%	-6%	-4%	42%[activator]	17%	21%
CCCSCCCNC(=O)CN1C(=O)COc2ccc(S(=O)(=O)N3CCC(C)CC3)cc21	i	19%	0%	1%	-3%	4%	41%[activator]	4%[59 µM]	-8%
O=C(CS(=O)CC(=O)Nc1cnc2ccccc2c1)Nc1ccc(Cl)cc1 (configuration not stated)	-2%	?	-6%	-1%	-10%	-4%	47%[activator]	-1%[59 µM]	20%
O=C(O)C1CCCN1S(=O)(=O)c1cc(Cl)ccc1Cl (configuration not stated)	-2%	6%	2%	19%	-10%	-3%	41%[activator]	-1%[59 µM]	-8%
COc1ccccc1-c1ccc(/C=C2\C=CC(=O)O2)o1	-19%	20µM*	-1%	50µM*	-12%	?	-27%	?	?
CCOC(=O)C(=CNc1cc(C)nn1-c1ccc(C)cc1)C(=O)OCC	1%	31%[activator]	0%	13%	-1%	5%	52%	41%[12.7 µM]	-1%
O=C(Cc1csc(Nc2nc(=S)[nH]c3ccccc23)n1)NCc1ccc(Cl)cc1	i	-8%[58.9 µM]	-1%	1%	-2%	-17%	34%[activator]	18%	38%[activator]
Cc1ccc(NC(=O)C(Cc2ccccc2)N2Cc3ccccc3C2=O)cc1Cl (configuration not stated)	i	4%	5%	0%	-8%	-30%	27%	-13%[59 µM]	8%
Fc1cccc(NC(=S)NNc2ccccc2)c1	0%	?	28%	40µM*	-5%	56µM*	?	50µM*	4%
CC(C(=O)Nc1ccccc1F)N1CCN(S(=O)(=O)c2ccc(C(F)(F)F)cc2)CC1 (configuration not stated)	-1%	124%[activator]	10%	1%	/	-6%	39%[activator]	1%	5%
CCN(CC)CCCNC(=O)CCc1c(C)nc2c(c1C)c(=O)n(C)c(=O)n2C	-7%	28%	4%	-21%	6%	-6%	18%	2%[59 µM]	-4%
Cc1ccc(CNCC(O)(c2ccccc2)c2ccc(F)cc2)cc1 (configuration not stated)	-12%	-4%	2%	-5%[57.1 µM]	-1%	18%	72%[activator]	86%[activator][59 µM]	-1%
CC(C)S(=O)(=O)c1csc(C(=O)NN)c1-n1cccc1	-2%	-7%[58.9 µM]	?	?	-5%	-17%	6%	0%	5%
CC(C)Oc1ccc(S(=O)(=O)N2CCCCC2)cc1NC(=O)CN1C(=O)NC(C)(c2ccccc2)C1=O (configuration not stated)	-6%	39%[activator]	-10%	-8%	-7%	-25%	8%	28%	-1%

An excerpt of these results, with values under each structure:
Fields: Tb PGK inh	POLI inh	GLS inh	BAZ2B inh	BLM helicase inh	JMJD2A Tudor	HP1b chromo inh	G9a block	Pin1 inh
> CCOc1ccc(Oc2ccc(-c3nnc(-c4ccccc4)o3)cc2[N+](=O)[O-])cc1
→ -3%	18%	2%	-4%[57.1 µM]	-4%	-16%	-15%	-2%	-8%
> O=C(COc1ccc(Cl)cc1)Nc1nnc(S(=O)(=O)N2CCCCCC2)s1
→ -10%&0%	?	-9%&-10%	1.8µM*!	-3%&-4%	10µM*!	?	3.2µM*!	34%&1%[activator]
> O=C(CN1CCCC1=O)NC1C2CC3CC(C2)CC1C3 (configuration not stated)
→ -8%	-24%	-1%	12%	-1%	-12%	-5%	13%[59 µM]	-11%
> CCN(CC)CCN1C(=O)C(=O)/C(=C(/O)c2ccc(F)cc2)C1c1ccncc1 (configuration not stated)
→ -2%	-6%	-5%	-4%	2%	-21%	28%	11%[59 µM]	0%
> O=S(=O)(Nc1cccc(-c2ccc(N3CCOCC3)nn2)c1)c1cc(Cl)ccc1Cl
→ 6%	27%	17%	-1%	/	-18%	15%	?	17%
> CC1(C)COC(c2cccn2Cc2ccccc2Cl)=N1
→ -4%	17%	15%	2%	-5%	-14%	17%	2%	-6%
> Oc1ccc(Br)cc1/C=N/n1c(C2CCCCC2)n[nH]c1=S
→ -6%	-7%	55%[activator]	?	-14%	?	-18%	50µM*	-11%

Further results follow.
Keys – A = Tb PGK inh; B = POLI inh; C = GLS inh; D = BAZ2B inh; E = BLM helicase inh; F = JMJD2A Tudor; G = HP1b chromo inh; H = G9a block; I = Pin1 inh
> Cc1ccc(NC(=O)C2CCN(S(=O)(=O)c3c(C)n[nH]c3C)CC2)c(C)c1
  A: i; B: -5%; C: 6%; D: -26%; E: 0%; F: 3%; G: 14%[57 µM]; H: ?; I: 1%

> CNC(=O)c1nnn(Cc2ccccc2)c1NC(C)=O
  A: -10%; B: 9%; C: -4%; D: 0%; E: 1%; F: -2%; G: 34%; H: 4%[12.7 µM]; I: -6%

> COCCCNC(=O)CCc1c(C)c2cc3c(C)coc3cc2oc1=O
  A: -6%; B: 63%[activator]; C: 8%; D: 1%; E: 4%; F: -5%; G: 23%; H: -3%; I: 1%

> Cc1cc(Br)ccc1NC(=O)CN(C)C(=O)c1cc([N+](=O)[O-])ccc1N1CCOCC1
  A: -1%; B: 15%; C: 4%; D: 5%; E: /; F: -21%; G: 5%; H: 3.5µM*; I: -1%

> CCOC(=O)C1CCCN(c2c(NCCc3ccc(S(N)(=O)=O)cc3)c(=O)c2=O)C1 (configuration not stated)
  A: -6%; B: 14%; C: 19%; D: -4%; E: 0%; F: -8%; G: 42%[activator]; H: ?; I: -3%

> CCN1C(=O)S/C(=C/c2ccsc2)C1=O
  A: -3%; B: 7%; C: 1%; D: 7%; E: -3%; F: 17%; G: 31%; H: -45%; I: 0%

> O=C(COC(=O)c1nc(Cl)c(Cl)c(Cl)c1Cl)NCc1ccccc1
  A: 4%; B: ?; C: 1%; D: ?; E: /; F: -26%; G: 27%; H: ?; I: -2%

> CCc1ccc(C(=O)c2oc3nc(C)cc(C)c3c2N)cc1
  A: 4%; B: 19%; C: -2%; D: 5%; E: -7%; F: 1%; G: 49%; H: /; I: 4%

> CC(NC(=O)C1CCCN(S(=O)(=O)c2cccs2)C1)c1ccccc1 (configuration not stated)
  A: i; B: 28%; C: 1%; D: -1%; E: 1%; F: -12%; G: 45%[activator]; H: -33%[59 µM]; I: 4%

> Cc1ccc(Oc2ncnc3sccc23)cc1
  A: i; B: 18%; C: -7%; D: 3%; E: 2%; F: 11%; G: 51%; H: -11%[59 µM]; I: 1%

> CCOCCc1nn2c(=O)cc(COC(=O)COc3ccc(C)c(C)c3)nc2s1
  A: 7%; B: 35%[activator]; C: -4%; D: -6%; E: -2%; F: -5%; G: 44%[activator]; H: 2%[59 µM]; I: 7%

> COc1ccc(S(=O)(=O)/C(C#N)=C/Nc2cccc(OC)c2)cc1
  A: -9%; B: -16%; C: -5%; D: -3%; E: -8%; F: -21%; G: 19%; H: 23%; I: 0%

> Cc1cccc(CN2CC34C=CC(CC3S2(=O)=O)O4)c1 (configuration not stated)
  A: /; B: 9%; C: /; D: /; E: 3%; F: -16%; G: 9%; H: /; I: -5%

> O=C(NNS(=O)(=O)c1ccccc1Cl)C1COc2ccccc2O1 (configuration not stated)
  A: -1%; B: -1%; C: 22%; D: /; E: /; F: -13%; G: 33%; H: /; I: -6%

> Cn1c(NC(=O)CC2CCCCC2)cc(=O)n(C)c1=O
  A: 5%; B: -3%; C: 6%; D: 5%; E: 1%; F: -15%; G: 53%[activator]; H: 0%[12.7 µM]; I: 0%

> O=C(CSc1nnc(NC(=O)c2ccccc2F)s1)NCC1CCCO1 (configuration not stated)
  A: -10%; B: 9%; C: 5%; D: -5%; E: 1%; F: ?; G: 10%; H: 14µM*; I: -13%

> C/C(=N\N=c1/scc(C)n1Cc1ccco1)c1cccc([N+](=O)[O-])c1
  A: -5%; B: 3%; C: 12%; D: 10µM*; E: -4%; F: 25µM*; G: ?; H: ?; I: -1%

> CSc1ccc(C(=O)N2CCc3ccc(NC(=O)c4ccccn4)cc3C2)cc1
  A: 0%; B: 0%; C: 3%; D: 0%; E: -6%; F: -32%; G: 8%; H: -6%; I: 18%

> Cc1cc(C)c[n+](CC(=O)c2cc3ccccc3oc2=O)c1
  A: 0%; B: 8%; C: -19%; D: -5%; E: -4%; F: 1%; G: 11%; H: ?; I: -1%

Screens deposited in PubChem BioAssay by National Center for Advancing Translational Sciences (NCATS).
